# Assay outcomes from PubChem.
# DAGLB inhibitor: diacylglycerol lipase beta (human) inhibition. HEK293T DAGLB membrane lysate, EnzChek fluorogenic substrate. inhibition, % at 5.17 µM. actives 0.059% (n = 340,000). AID 504411; in the data active = inhibition above about 34%;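 also: 0% = enzyme with vehicle and 100% = wells lacking enzyme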
# Target sequence (Q8NCG7 whole entry, looked up): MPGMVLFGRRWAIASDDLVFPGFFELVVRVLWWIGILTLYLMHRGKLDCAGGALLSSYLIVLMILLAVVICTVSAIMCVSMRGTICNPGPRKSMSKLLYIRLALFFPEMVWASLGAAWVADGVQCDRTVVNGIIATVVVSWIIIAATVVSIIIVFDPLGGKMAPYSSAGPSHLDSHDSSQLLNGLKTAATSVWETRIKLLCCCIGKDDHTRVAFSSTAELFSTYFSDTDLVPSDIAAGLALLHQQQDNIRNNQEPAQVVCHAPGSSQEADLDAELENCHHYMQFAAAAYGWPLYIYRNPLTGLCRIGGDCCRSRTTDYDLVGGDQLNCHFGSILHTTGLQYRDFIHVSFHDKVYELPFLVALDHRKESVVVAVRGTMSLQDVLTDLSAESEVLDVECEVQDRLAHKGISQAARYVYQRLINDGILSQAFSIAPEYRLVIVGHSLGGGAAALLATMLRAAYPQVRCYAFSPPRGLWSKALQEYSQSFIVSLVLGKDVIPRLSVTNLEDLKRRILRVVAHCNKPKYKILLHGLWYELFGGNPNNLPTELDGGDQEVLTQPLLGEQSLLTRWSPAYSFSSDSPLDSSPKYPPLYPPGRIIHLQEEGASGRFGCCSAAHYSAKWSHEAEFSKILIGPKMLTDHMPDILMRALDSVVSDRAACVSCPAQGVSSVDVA
# Mot1-301 SUMO: SUMOylation pathway inhibition by Mot1-301 growth rescue; S. cerevisiae Mot1-301 growth rescue, ATP luminescence, 38.5C; percent above DMSO median, 100 means doubled; AID 2716; growth rescue, % at 18.8 µM; actives 1% (n = 320,000);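 active = every valid replicate shows activation above 250% relative to neutral control wells; inactive = the rest, any valid replicate at or below 250%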;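 also: OY570 slx delta 5 strain wells were the positive control but not used for scaling; some compounds called inactive have numbers as strong as hits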
# PKA-R1A activ: activators of PKA-R1A complex; P00514+P68181; activation, % at 11.4 µM; PKA-R1A dissociation, Cy5-IP20 fluorescence polarization; scaled: DMSO 0%, 113 µM cGMP 100%; actives 0.083% (n = 340,000);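 active = percent activation above the mean of all tested compounds plus 3 SD, cut at about 19% in these data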;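 also: higher means more PKAc released from R1A so a rise in polarization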
# CDK5 p35 inh: CDK5/p35 (human) kinase inhibition; Q00535+Q15078; Recombinant CDK5/p35, ADP-Glo luminescence, 60 min; inhibition, % at 10 µM; actives 0.01% (n = 330,000); AID 488839;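 active = highest replicate inhibition of at least 50% and at least 75% of replicates reaching 50%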;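 also: plate controls were DMSO neutral control for no effect and GW8510 at 10 µM for full effect; many of its hits are not listed in these tables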
# Tat export inh: blocks Tat-dependent protein export in E. coli; E. coli MC4100 TorA-mCherry Tat export, fluorescence; inhibition, % at 10 µM; actives 0.036% (n = 340,000); AID 488895;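 active = mean replicate inhibition at least 50% and at least half of replicates individually reaching 50%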;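 also: exported cargo escapes ClpAP degradation while cytoplasmic cargo is degraded and loses fluorescence; 0% = median of neutral control wells and 100% = median of NaSCN control wells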
# phage Ecoli inh: E. coli growth loss with phage present | actives 0.26% (n = 360,000) | inhibition, % at 11.9 µM | AID 651602 | growth absorbance; in the data active = inhibition above about 11%
# PKA-R2B act: activators of human PKA-R2B complex. PKA-R2B holoenzyme dissociation, Cy5-IP20 fluorescence polarization; R2B truncated from residue 108, S112A mutant; 0% DMSO only, 100% 113 µM cGMP. activation, % at 11.4 µM. actives 0.079% (n = 340,000). AID 504700;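 active = activation above a cutoff set at the mean over all compounds plus 3 SD, cut at about 18% in these data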;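 also: higher means more holoenzyme dissociation and a rise in polarization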
# HTR5A ag: activates human HTR5A in OPRM1-OPRD1 agonist counter-screen; P47898; activation, % at 9.3 µM; HTR5A agonist assay, luminescence, cell-based; actives 0.61% (n = 340,000); AID 504692; in the data active = activation mostly above about 9.5%, no sharp cut-off; inactive = mostly below about 7.6%;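 also: 0% = cells with vehicle only and 100% = reference agonist; strong numbers were not always called active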
# Target sequence (P47898 whole entry, looked up): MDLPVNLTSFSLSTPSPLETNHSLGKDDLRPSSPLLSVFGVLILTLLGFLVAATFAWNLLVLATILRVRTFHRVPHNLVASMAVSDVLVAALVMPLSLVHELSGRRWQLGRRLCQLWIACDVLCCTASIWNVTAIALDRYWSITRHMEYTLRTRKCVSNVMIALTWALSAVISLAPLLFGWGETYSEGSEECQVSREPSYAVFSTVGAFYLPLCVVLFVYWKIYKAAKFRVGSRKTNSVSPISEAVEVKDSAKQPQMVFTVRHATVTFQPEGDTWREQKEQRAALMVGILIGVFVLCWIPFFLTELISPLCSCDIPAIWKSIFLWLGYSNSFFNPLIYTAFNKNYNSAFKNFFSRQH
# HTR5A inv ag: inverse agonist of human HTR5A in OPRM1-OPRD1 counter-screen | actives 0.083% (n = 340,000) | HTR5A cell line, luminescence, inverse agonism | inhibition, % at 9.3 µM | P47898; in the data active = inhibition mostly above about 23%, no sharp cut-off; inactive = mostly below about 18%;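 also: 0% = cells with DMSO and 100% = no-cell wells with DMSO; some compounds called inactive have numbers as strong as hits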
# Ecoli viability: reduces bacterial viability in AddAB counter-screen | inhibition, % at 11.9 µM | actives 0.27% (n = 330,000) | E. coli V3065 growth, OD600 absorbance, 18 h;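 active = inhibition above the campaign's mean inhibition across all tested compounds plus 3 SD, cut at about 9.9% in these data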;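 also: uninfected addAB+ strain grown without phage in ampicillin broth; 0% = DMSO wells and 100% = ciprofloxacin 0.95 µg/ml wells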
# AddAB inh: less growth of phage-infected E. coli with AddAB; actives 0.29% (n = 330,000); E. coli expressing H. pylori AddAB, absorbance growth; inhibition, % at 11.9 µM; in the data active = inhibition above about 12%;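 also: 0% = vehicle wells of infected cells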
# * = called active by the depositor; . = not tested or not shown.
SMILES,DAGLB inhibitor,Mot1-301 SUMO,PKA-R1A activ,CDK5 p35 inh,Tat export inh,phage Ecoli inh,PKA-R2B act,HTR5A ag,HTR5A inv ag,Ecoli viability,AddAB inh
C=CCNC(=O)c1ccccc1NC(=O)C1CC(=O)N(C(C)C)C1 (stereo not given),-2,13,-14,0.2,-2,-0.9,-6,16*,-2,1.9,6.0
O=C(Nc1ncc([N+](=O)[O-])s1)c1ccc2c(c1)OCO2,2,-19,3,1.4,-4,-1.2,5,6,-16,-0.8,1.1
CC(C)Oc1ccc(/C(O)=C2/C(=O)C(=O)N(Cc3cccnc3)C2c2ccco2)cc1 (stereo not given),4,284,-5,1.4,-2,0.4,-10,-2,25,-4.1,1.3
O=C(CSc1nnc(-c2cccc(F)c2)o1)Nc1nncs1,0,3,1,-0.6,-5,3.4,-11,-3,-3,-2.3,0.0
O=C(OCC(=O)c1ccc(Cl)cc1Cl)c1ccc2c(c1)C(=O)N(c1cccc3ncccc13)C2=O,0,.,-9,-0.9,3,1.2,-10,-2,2,1.2,0.2
C/C=C/Cn1c(N2CCCCCC2)nc2c1c(=O)[nH]c(=O)n2C,0,-2,-1,-0.4,-9,2.4,-3,3,-18,1.7,2.4
Cc1cccc(COCC(Cc2ccccc2)N2CCN(C(=O)c3ccc(Cl)c(Cl)c3)CCC2=O)c1 (stereo not given),-10,16,2,0.8,23,0.7,-2,5,-14,-1.7,-0.4
COC(CSc1ncnc2c1oc1nc3c(cc12)COC(C)(C)C3)OC,-2,-8,1,-1.1,2,2.6,-4,1,-12,0.3,2.8
CN(C)S(=O)(=O)c1ccc(SCC(=O)Nc2ccc3c(c2)OCCO3)nc1,0,.,-2,0.9,0,2.5,1,-1,2,.,.
O=C1CC(N2CCN(S(=O)(=O)c3ccc(Cl)cc3)CC2)C(=O)N1CCc1ccccc1 (stereo not given),-2,-17,-6,-0.5,3,2.6,-6,-1,0,1.7,1.0
CC(=N)C1=C(O)CC(C)(C)CC1=O,0,16,-14,0.6,-8,2.6,-5,1,-3,-0.5,0.8
COc1ccc2c(c1)c(N=NC(N)=S)c(O)n2CC(=O)c1ccccc1,0,8,-12,-0.1,-13,-0.2,-8,7,-29,-4.5,1.7
Cc1onc(-c2ccccc2)c1C(=O)N1CCCC1,-3,10,-1,0.4,-4,0.2,7,-5,19,0.8,1.5
O=S(=O)(c1cc(F)ccc1F)N1CCC2(CC1)OCCO2,4,5,-13,-2.1,-3,0.7,1,-1,3,2.4,0.6
C=CCC[C@@H](Cc1ccc(F)cc1)C(=O)O[C@H](CNC(=O)[C@H](CC=C)CC(=O)N(CCO)Cc1ccccc1)c1ccccc1,-8,4,0,-1.1,18,1.4,-7,-2,6,-0.9,-0.7
CCOC(=O)N1CCC(N(CCN(C)C)C(=S)Nc2ccccc2OCC)CC1,0,19,-2,-0.7,-9,0.1,5,-1,-2,3.0,0.9
Cc1cc(C)cc(NC(=O)COC(=O)CCn2c(C)csc2=O)c1,0,13,13,1.4,0,-1.6,-3,-1,6,-0.7,-0.3
Cc1cc(C)c2cc(C(=O)N3CCC(C(=O)c4ccc(F)cc4)CC3)[nH]c2c1,-1,-6,-4,-0.3,7,1.5,0,7,-8,-1.5,0.4
Cc1ccc(C2(O)CN(c3ccccc3)C3=[N+]2CCS3)cc1 (stereo not given),-3,-2,-9,-0.5,-5,1.2,-2,2,-5,-1.0,0.3
Cc1cc(-c2ccc(S(=O)(=O)Nc3ccc(C#N)cc3)s2)on1,0,131,3,1.0,-6,1.6,2,2,24,1.1,0.1

# For convenience, part of the list above:
SMILES,DAGLB inhibitor,Mot1-301 SUMO,PKA-R1A activ,CDK5 p35 inh,Tat export inh,phage Ecoli inh,PKA-R2B act,HTR5A ag,HTR5A inv ag,Ecoli viability,AddAB inh
O=C(Nc1ncc([N+](=O)[O-])s1)c1ccc2c(c1)OCO2,2,-19,3,1.4,-4,-1.2,5,6,-16,-0.8,1.1
CC(C)Oc1ccc(/C(O)=C2/C(=O)C(=O)N(Cc3cccnc3)C2c2ccco2)cc1 (stereo not given),4,284,-5,1.4,-2,0.4,-10,-2,25,-4.1,1.3

# The results go on:
SMILES,DAGLB inhibitor,Mot1-301 SUMO,PKA-R1A activ,CDK5 p35 inh,Tat export inh,phage Ecoli inh,PKA-R2B act,HTR5A ag,HTR5A inv ag,Ecoli viability,AddAB inh
COc1ccc(OC)c(S(=O)(=O)N2CCN3CCCC3C2)c1 (stereo not given),0,1,4,-0.7,-13,3.1,2,0,-51,0.7,1.3
O=C(NC1CCCCC1)c1c2c(nc3ccccc13)CCC2,0,-19,0,-0.8,-4,3.2,2,3,13,-1.0,-1.9
O=C(CNC(=O)C1COc2ccccc2O1)Nc1ccc(F)c(F)c1 (stereo not given),-2,10,3,1.3,4,1.3,6,1,-3,-1.6,0.2
Cc1c(CNC(=O)c2cnn3c2NC(c2ccc(Br)cc2)CC3C(F)(F)F)cnn1C (stereo not given),1,45,0,0.4,-4,0.9,-8,5,-13,-0.3,-2.5
COc1cc(SSc2cc(OC)cc([N+](=O)[O-])c2N)c(N)c([N+](=O)[O-])c1,6,-5,-3,6.6,-8,-2.8,5,4,-14,-0.2,-2.2
O=c1[nH]n(-c2cccc(Cl)c2)c2ncccc12,0,454,-6,2.6,-5,3.9,-6,0,-12,-2.1,-0.3
COc1ccc(/C=N/NC(=O)c2cc(C34CC5CC(CC(C5)C3)C4)[nH]n2)cc1OC,5,-6,-9,1.9,-7,4.9,-10,-2,5,-2.4,2.6
CCn1c(=O)[nH]c2cc(C(=O)N3CCN(c4ccccc4)CC3)ccc2c1=O,3,550,-8,-0.7,-8,.,-7,-2,-2,0.8,3.1
Cc1ccc(NC(=O)CCC(=O)N2CCOCC2)nc1,1,34,14,-0.6,-2,3.2,-3,10,-27,-0.5,-0.8
CCC(CC)c1nnc(NC(=O)CS(=O)(=O)c2ccccc2)s1,-1,142,0,-1.4,11,0.2,-7,5,-3,-0.4,1.8
CC(C)(C)NC(=O)c1cccc(NC(=O)CSc2ccccc2)c1,1,-8,-6,0.0,1,2.4,-5,0,-15,1.1,0.0
CCOC(=O)C1(CCCc2ccccc2)CCN(C(=O)c2cc(C)nc(C)n2)CC1,-2,-10,2,0.3,0,1.6,-3,-1,28,1.3,4.8
CCC(C)[C@@H]1NC(=O)N(CCCN2CCCC2=O)C1=O (stereo not given in full),1,0,-3,0.7,0,0.3,-5,-5,16,0.6,-2.0
CCCCCn1cnc2sc(CC)cc2c1=O,-4,-7,-4,1.3,1,2.8,3,2,-8,1.7,2.7
CCCCN1C(=S)NC[C@@H]1C(C)CC (stereo not given in full),-3,-2,-10,-0.5,13,2.0,0,3,-5,2.2,5.7
CN(C)c1ccc(S(=O)(=O)c2ccc(Cl)cc2)cc1,-3,65,8,-0.4,13,3.6,-14,16*,24,-0.9,-0.7
CCOc1ccc(N2C(=O)CC(NC3CCN(C(=O)c4ccc(F)cc4)CC3)C2=O)cc1 (stereo not given),0,-4,7,-0.1,6,2.1,6,3,4,-0.3,-1.3
COc1ccccc1NC(=S)N1CCN(Cc2ccc3c(c2)OCO3)CC1,-3,-3,2,0.7,-13,3.2,-8,-1,3,2.3,2.6
COc1ccc(-c2nnc(NC(=O)c3ccc(F)cc3)o2)cc1,7,-9,-8,-1.5,7,3.8,4,3,-9,5.3,15*
OCCNCc1cc(Br)ccc1OCc1ccc(Cl)cc1,-3,37,-3,-1.0,7,0.5,2,6,-42,-1.5,-0.3
COc1ccc(C(=O)Nc2oc(-c3ccccc3)c(-c3ccccc3)c2C#N)cc1OC,-3,-22,-10,-0.3,7,0.1,-8,-6,-4,0.2,-0.6
COc1ccc(S(=O)(=O)N2CCCCC2)cc1NC(=O)CCNC(=O)c1ccc(Cl)cc1,-1,-6,-6,-1.4,-6,2.1,-11,-1,4,-0.7,0.8
Cc1cc2c(NC(=O)Nc3ccc(C(C)(C)C)cc3)cccc2nn1,1,-22,0,-0.1,-2,0.4,5,4,-22,-2.3,0.2
COc1ccc(N2C(=S)NC(C)(C)CC2(C)c2ccc(OC(C)=O)cc2OC(C)=O)cc1 (stereo not given),1,.,-8,1.3,2,3.0,-4,-4,10,-0.4,1.2
Cc1ccc(C(=O)Cc2nc3ccccc3[nH]2)cc1,-8,-8,-7,0.7,-1,1.2,3,2,-2,1.6,1.7
CCOC(=O)/C(C#N)=C\c1ccc(O)c(OC)c1,1,29,6,-2.7,-2,2.2,-2,4,3,-1.6,-0.7
Cc1cc(N2CCOCC2)c2c(N)cc(C)c(C)c2n1,2,0,-6,0.7,3,2.1,5,3,-9,-1.4,-2.4
CCOC(=O)c1sc2nc(C)n(CC(=O)NCC3CCCO3)c(=O)c2c1C (stereo not given),-2,700,4,-0.3,-6,3.3,-5,1,25,-1.5,1.1
O=C1CCCC2=C1C(c1ccncc1)c1c(nc(SCc3ccccc3Cl)[nH]c1=O)N2 (stereo not given),4,682*,2,1.3,4,-0.4,0,2,12,-0.9,3.0
Cc1ccccc1OCC(=O)Nc1cccc(S(=O)(=O)NC2=NCCCCC2)c1,1,-7,-12,0.6,0,3.6,-13,2,-3,1.6,1.5
O=C(NNc1ccccc1)Nc1cc(Cl)ccc1Cl,-5,.,-5,0.1,0,3.0,-11,-2,6,.,.
CCCC(=O)Oc1ccccc1C1SCc2cc(C)c(C)cc2CS1,-12,4,6,-2.6,-1,2.4,-2,1,-20,0.4,-0.7
CC(C(=O)Nc1ccc(O)cc1)c1cccc(C(=O)c2ccccc2)c1 (stereo not given),.,-2,.,-0.6,8,3.4,.,.,.,-3.0,-0.7
CCOc1ccccc1NC(=O)CSc1ccc([N+](=O)[O-])cc1,-2,31,6,-1.3,3,-1.1,-3,-3,9,-1.0,-0.2
CNC(=S)N1CCN(c2ccc(OC)cc2)CC1,-3,56,-6,0.6,-2,0.1,-10,-4,-30,0.2,0.9
CCCc1nn(C)c(C(=O)Nc2ccccc2)c1Cl,-6,6,-3,.,-1,0.6,-19,8,4,1.0,4.6
CCN(CC)c1nc2ccccc2[nH]c1=O,-1,-2,-3,0.3,27,3.8,-6,8,-31,3.0,3.1
CCCN(CCC)C(=O)c1cc(S(=O)(=O)N2CCCCC2)c[nH]1,-1,6,-17,1.1,-3,2.2,12,4,-10,-2.2,1.2
O=C(CCn1c(=O)c2ccccc2n(Cc2cccnc2)c1=O)NCc1ccc2c(c1)OCO2,-3,-14,-1,-1.8,-8,3.4,3,5,19,-0.5,2.9
Cc1noc(C)c1COC(=O)C1(c2cccc(F)c2)CCCC1,-4,3,1,-0.7,6,-1.1,-5,5,-2,-1.6,-0.7
O=C1C(Cl)=C(N2CCCCC2)C(=O)N1Cc1ccccc1,-4,3,1,-0.6,5,3.6,11,-4,14,-1.6,3.4
CC1=C2C3OC(=O)C(C)C3CCC2(C)C=CC1=NO (stereo not given),-2,.,1,-0.1,-7,3.6,-1,-5,18,.,.
COC(=O)c1ccccc1NC(=O)CN(c1ccccc1)S(=O)(=O)N(C)C,-5,-2,-4,0.3,6,1.1,0,6,-5,0.1,0.6
CC(C)CC(NS(=O)(=O)c1ccccc1S(=O)(=O)NC(CC(C)C)C(=O)O)C(=O)O (stereo not given),-3,7,-8,0.1,0,2.1,-4,3,-1,0.7,2.6
S=C(Nc1ccc(Br)cc1)NC1CCCC1,-6,-9,-9,-0.8,-10,8.3,1,9,-31,1.3,7.2
